IL2 activator: activates IL-2 in a cell-based reporter assay. IL-2 activation reporter assay, cell-based qHTS; stimulated with anti-CD3/CD4/CD28 beads; in transgenic mouse T cells. activation, % (series mostly up to about 46 µM). 0.065% of 360,000 active; in the data active = activation above about 50%; inconclusive = mostly about 30% to 49%; also: 0% is about no effect
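First, unstimulated transgenic mouse T cells were exposed to compound for 60 min. Next, anti-CD3/anti-CD4-coated beads with anti-CD28 were added. Finally, after 18 h at 37 degrees C, EGFP and DsRed were imaged.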
EPAC1 antagonist: antagonists of human EPAC1; EPAC1 GEF assay, Rap1b-BODIPY-GDP exchange fluorescence; Potency, µM (doses to about 115 µM), for inactives: at the top dose activity change, negative = inhibition, actives largely listed as inhibitors; 0.14% of 360,000 active; AID 720709;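 also: potency is read from the fitted curve at half-maximal effect; plate controls were vehicle for no effect and positive control for full effect; nearly all actives have a fitted effect of over 50% in size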
EPAC1 ag: agonists of human EPAC1; O95398; EPAC1 agonist qHTS, biochemical assay; response scale: 100% = response to 6.5 mM cAMP; Potency, µM (top dose mostly 154 µM), for the others: at the highest dose activation, most hits filed as activators; 0.073% of 360,000 active; AID 720707; also: potency is read from the fitted curve at half-maximal effect; nearly all actives have a fitted effect of over 60% in size
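Nucleotide exchange assay: 100 nM EPAC1 with 250 nM Rap1B loaded with BODIPY-GDP and 50 uM GDP, room temperature. Fluorescence (480/540 nm) read every 5 min for 30 min; signal change normalized to 6.5 mM cAMP as full agonist.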
Abeta rescue: A-beta toxicity reversal in yeast; yeast expressing A-beta42, growth rescue, OD600, 48 h; response scale: 0% DMSO, 100% iron-clioquinol control; Potency, µM (titrated, usually from 46.1 µM), without a hit: at the top dose growth rescue, hits mostly activators; AID 1347071; 0.063% of 410,000 active; also: potency is read from the fitted curve at half-maximal effect; nearly all actives have a fitted effect of over 55% in size
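Growth rescue measured by 600 nm absorbance after 48 h yeast culture at 30 C with compound. Values normalized between DMSO and an equimolar ferric chloride plus clioquinol control.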
PLK1 PBD block: PLK1 (human) polo-box domain binding inhibition | AID 720504 | 2.8% of 360,000 active | Potency, µM, for the others: max response, negative = inhibition, most hits filed as inhibitors | P53350 | Plk1 PBD binding of FITC phosphopeptide, fluorescence polarization; also: potency is read from the fitted curve at half-maximal effect; series mostly up to about 57 µM; % is scaled to controls: 0 for no effect and ±100 for the full control effect; nearly all actives have a fitted effect of over 65% in size
PI5P4Ka inh: blocks human PI5P4K alpha kinase activity; P48426; PI5P4Kalpha enzyme, ADP-Glo luminescence, 60 min; hits give low values; max response, %; 1.2% of 330,000 active; active = max response of -50% or lower; inconclusive = between -30% and -50%; inactive = -30% or higher; also: value at the top dose of about 77 µM; % is scaled to controls: 0 for no effect and ±100 for the full control effect
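PI5P4Kalpha ADP-Glo assay; 5 microM ATP final; 60 min RT reaction; HEPES pH 7.4/EGTA/CHAPS, 5% DMSO; controls lacking substrate or enzyme; luminescent end-point.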
WRN inhibitor: blocks human WRN helicase; WRN helicase unwinding, fluorescent forked duplex, kinetic; Potency, µM (series often up to 114 µM), for inactives: top-dose activity change, negative = inhibition, most hits filed as inhibitors; 0.46% of 360,000 active; AID 651768; also: potency is read from the fitted curve at half-maximal effect; % is scaled to controls: 0 for no effect and ±100 for the full control effect; nearly all actives have a fitted effect of over 55% in size
Target sequence (Q14191 whole entry, looked up): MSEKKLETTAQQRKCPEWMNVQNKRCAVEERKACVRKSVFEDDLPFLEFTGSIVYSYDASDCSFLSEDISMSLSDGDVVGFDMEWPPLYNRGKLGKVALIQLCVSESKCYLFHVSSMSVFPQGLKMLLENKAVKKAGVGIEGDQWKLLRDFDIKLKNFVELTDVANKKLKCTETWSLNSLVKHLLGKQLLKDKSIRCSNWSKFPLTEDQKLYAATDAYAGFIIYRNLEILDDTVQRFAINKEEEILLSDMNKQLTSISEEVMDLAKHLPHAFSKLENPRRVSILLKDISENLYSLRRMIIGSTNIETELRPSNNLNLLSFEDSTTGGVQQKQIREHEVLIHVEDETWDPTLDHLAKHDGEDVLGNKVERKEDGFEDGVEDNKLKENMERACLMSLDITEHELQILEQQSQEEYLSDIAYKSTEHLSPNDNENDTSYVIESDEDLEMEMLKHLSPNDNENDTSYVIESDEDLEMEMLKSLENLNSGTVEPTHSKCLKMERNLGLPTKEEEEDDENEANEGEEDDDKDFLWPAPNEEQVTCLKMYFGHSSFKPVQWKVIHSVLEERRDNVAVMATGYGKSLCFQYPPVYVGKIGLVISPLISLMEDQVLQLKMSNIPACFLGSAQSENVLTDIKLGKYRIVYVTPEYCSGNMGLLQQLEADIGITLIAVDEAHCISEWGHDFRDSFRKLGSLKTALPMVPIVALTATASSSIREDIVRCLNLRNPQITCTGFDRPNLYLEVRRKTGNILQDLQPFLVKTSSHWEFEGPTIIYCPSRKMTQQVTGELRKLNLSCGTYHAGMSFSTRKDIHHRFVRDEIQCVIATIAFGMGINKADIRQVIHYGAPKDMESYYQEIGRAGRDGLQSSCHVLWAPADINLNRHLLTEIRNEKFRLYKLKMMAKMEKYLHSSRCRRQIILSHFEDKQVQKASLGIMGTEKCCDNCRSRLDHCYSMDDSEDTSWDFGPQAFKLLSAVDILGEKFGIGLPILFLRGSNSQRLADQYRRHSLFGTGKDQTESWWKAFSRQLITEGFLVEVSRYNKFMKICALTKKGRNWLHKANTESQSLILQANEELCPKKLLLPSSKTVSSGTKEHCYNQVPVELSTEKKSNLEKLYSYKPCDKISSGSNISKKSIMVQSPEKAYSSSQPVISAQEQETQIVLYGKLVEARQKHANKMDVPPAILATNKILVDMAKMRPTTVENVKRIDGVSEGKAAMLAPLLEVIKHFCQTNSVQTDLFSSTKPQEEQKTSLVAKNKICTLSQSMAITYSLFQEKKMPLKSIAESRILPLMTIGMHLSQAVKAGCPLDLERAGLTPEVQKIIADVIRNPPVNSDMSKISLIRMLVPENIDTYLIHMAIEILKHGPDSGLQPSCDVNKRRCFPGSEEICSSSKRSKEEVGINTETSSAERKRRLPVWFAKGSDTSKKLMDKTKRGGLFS
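Primary qHTS, 1536-well format. 20 nM WRN + compound, 15 min RT; start with 100 nM forked fluorophore/quencher duplex, 2 mM ATP (final); kinetic read ex 525/em 598 nm.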
FUS yeast rescue: FUS proteinopathy suppression in yeast; S. cerevisiae FUS-expressing, growth rescue, OD600, 24 h; AID 1347120; Potency, µM (doses to about 76.6 µM), for inactives: at the highest dose growth rescue (activation), actives largely listed as activators; 0.24% of 390,000 active;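 also: potency is read from the fitted curve at half-maximal effect; plate controls were DMSO vehicle for no effect and reference control for full effect; nearly all actives have a fitted effect of over 55% in size; some results filed as inactive show a strong effect at the top dose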
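Compound concentration series was pinned onto galactose-induced FUS-expressing yeast seeded at OD 0.005. Plates sat 24hr at 30C; absorbance at 600 nm gave growth. DMSO served as background control.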
An asterisk follows results filed as active; ? = inconclusive; . = no result given; & = joins results of further samples; [ ] = dose if it differs, or a comment. Unless noted, calls follow the shape of the dose curve; as a rule, active = well fitted curve in the direction sought with a large enough effect; inconclusive = small, poorly fitted or top-dose-only effect, or another doubt; inactive = no such curve, though single readings can be large; an effect the other way counts as inactive or inconclusive. No enrichment for hits. Share with any hit: about 4.1%.

SMILES	IL2 activator	EPAC1 antagonist	EPAC1 ag	Abeta rescue	PLK1 PBD block	PI5P4Ka inh	WRN inhibitor	FUS yeast rescue
COc1ccc([C@H]2N[C@]3(CCCN(Cc4ccc(F)cc4)C3=O)[C@H]3C(=O)N(Cc4ccccc4)C(=O)[C@@H]23)cc1	0.5	-12%	3%	5%	-8%	-1	0%	?
CCCCn1nnnc1SCC(=O)Nc1ccc(C)cc1	-0.9	2%	5%	11%	-1%	1	-5%	6%
CCOc1ccc(NC(=O)C2=C(C)C(=O)OC23CCC(C)CC3)cc1 (stereo not given)	-2.7	3%	-20%	?	1%	4	-6%	13%&9%
O=C(NCCc1ccccc1)c1cc2ccccc2oc1=O	0.0	4%	4%	9%	-4%	-3	-1%	2%
Cc1cccc(N2CCN(C(=O)COc3ccc4c(C)cc(=O)oc4c3C)CC2)c1C	-4.0	-4%	-2%	-3%	0%	5	-7%	24%
CC(=O)C1C(c2ccc3ncccc3c2)NC(=O)NC1(O)C(F)(F)F (stereo not given)	-1.7	13%	1%	-2%	-8%	.	-3%	-3%
CCc1cc(-c2nnn(CCC3COCCO3)c2CC)ccc1-c1cn(CCc2c[nH]c3ccccc23)nn1 (stereo not given)	-3.0	9%	-12%	6%	-2%	2	0%	?
CC(NC(=O)CCC1COc2ccccc2O1)c1ccccc1 (stereo not given)	0.6	-5%	3%	16%	-1%	.	0%	6%
Nc1nc(N)nc(-c2ccc(Cl)cc2)n1	-0.6	-5%	1%	-9%	-9%	.	-8%	-2%
CC/C(=N/Nc1ccccc1)c1cnnc(-c2ccccc2)n1	1.2	5%	-11%	-13%	2%	-6	2%	.
CCOC(=O)CSc1nnc(CNC(=O)c2cccc(C)c2)n1-c1ccccc1OC	-2.3	-28%	-9%	-1%	-18%	2	-9%	-13%
CCOc1ccc(OCCC(=O)Nc2ccc(F)cc2C)cc1	-4.0	2%	0%	-29%	-3%	2	4%	-29%
CCOC(=O)COc1ccccc1/C=C\[N+](=O)[O-]	-4.2	4%	-8%	-82%[inhibitor]	7.5µM*	-8	32µM*	.
CCCCC1=CC2=CC(=O)C(C)(OC(=O)CC)C(=O)C2=CN1c1ccc(OC)cc1 (stereo not given)	-0.1	-1%	4%	0%	-23%	-2	-6%	34%
O=c1[nH]c(CSc2ncc(-c3ccc(F)cc3)n2Cc2ccco2)nc2ccccc12	-1.8	1%	20%	-24%	-2%	1	-7%	23%
Cc1cccc(CC(C)NC(=O)CCc2nnc(-c3ccccc3)o2)n1 (stereo not given)	-0.5	-16%	-8%	-7%	2%	7	5%	-10%
CCOc1ccc(OCC)c(S(=O)(=O)NCCCN2CCOCC2)c1	-0.7	12%	0%	11%	-1%	5	7%	4%
COc1cccc(Cn2c3ccc(NC(=O)CC(C)C(F)(F)F)cc3c(=O)n2C)c1 (stereo not given)	2.7	-8%	-22%	?	-3%	0	-3%	-14%
O=S(=O)(c1ccccc1)N1CCN(CCc2ccccc2)CC1	1.9	-5%	4%	-15%	-4%	-5	-18%	13%
C#CCOCCOCCOCCNc1nc(N2CCOCC2)nc(N2CCN(C(=O)CCCCCCCCCCNC(=O)[C@H](CO)n3cc(CCCSC)nn3)CC2)n1	-1.9	-17%	-14%	-13%	-5%	-5	-5%	?
O=C(Nc1cc(Cl)cc(Cl)c1)N1CCCC1	-2.4	8%	-16%	-80%[inhibitor]	1%	3	2%	-28%
COc1ccc(NC(=O)CN(C)S(=O)(=O)c2ccc(Br)s2)cc1	-4.3	-11%	0%	-32%	-3%	5	0%	0%
Cc1ccc(N2CC(C)Cn3c2nc2c3c(=O)[nH]c(=O)n2C)cc1 (stereo not given)	-2.0	-4%	10%	-2%	-15%	5	3%	-31%
CC1CCCC(C)N1C(=O)COC(=O)/C=C/c1ccc(Br)o1 (stereo not given)	-1.6	8%	-3%	1%	?	?	?	.
CCOC(=O)Cc1csc(NC(=O)c2sc3nc4ccc(C)cc4cc3c2N)n1	1.1	-1%	0%	5%	-1%	-3	-7%	-11%
N=c1c2c(-c3ccccc3)c(-c3ccccc3)n(Cc3ccco3)c2ncn1Cc1ccccc1	0.0	5%	3%	-7%	-1%	-6	7%[57.1 µM]	11%
Cc1nc2cc(N=NC3=C(O)CCCC3=O)ccc2s1	1.5	-15%	2%	-16%	-5%	-23	-5%	8%
C[C@@H]1CN([C@@H](C)CO)C(=O)c2cc(NC(=O)C3CCCCC3)ccc2O[C@@H](C)CCCCO[C@H]1CN(C)S(=O)(=O)c1ccc(Cl)cc1	-2.5	-3%	-9%	4%	-12%	1	0%	?
Cc1cc2c(o1)CC(C)(C)CC2=O	-0.2	-10%	6%	8%	-1%	5	1%	-7%
Cc1noc(C)c1CSc1nc2sc3c(c2c(=O)n1C)CCCC3	0.5	0%	0%	-1%	-4%	.	7%	7%
COc1cccc(C(=O)NN/C(C)=C/C(=O)C(F)(F)C(F)(F)C(F)(F)F)c1	-1.0	-5%	-10%	-23%	27µM*	-6	5%	9%
CCN(CC)S(=O)(=O)c1cccc(-c2nnc(SC(C)C(N)=O)n2CCc2ccccc2)c1 (stereo not given)	0.1	-7%	-4%	6%	2%	2	-10%	12%
COc1cccc(C(=O)/C=C/c2ccc(N3CCCCC3)c([N+](=O)[O-])c2)c1	-2.0	-13%	8%	-8%	-10%	12	-11%	20%
O=C(O)c1cc(S(=O)(=O)Nc2cccc(Oc3ccccc3)c2)ccc1Br	-3.9	-14%	9%	9%	-9%	0	-2%	-1%
COC(=O)C1=C(C)NC(=O)C1(NC(=O)c1cccnc1)C(F)(F)F (stereo not given)	1.6	-3%	6%	16%	1%	1	-11%	0%
COc1ccc(C#Cc2cnc3c(c2)C(=O)N([C@H](C)CO)C[C@H](C)[C@@H](CN(C)C(=O)Nc2cccc(OC)c2)O3)cc1	-2.9	7%	3%	10%	6%	-3	8%	?
COc1ccc(S(=O)(=O)N[C@H](C(=O)O)C(C)C)cc1	-0.2	-3%	-1%	-6%	2%	-4	5%	-11%
COC(=O)c1cc(Br)cn1S(=O)(=O)c1ccccc1	-0.4	-12%	2%	15%	1%	1	-6%	-1%
O=C(O)COc1ccc2c(c1)O/C(=C\c1ccco1)C2=O	0.5	-21%	6%	21%	24µM*	?	?	8%
CCc1nc2nc(C)c(NS(=O)(=O)c3ccc(CC(C)C)cc3)c(=O)n2[nH]1	0.5	-7%	6%	-8%	-9%	-3	2%[57.1 µM]	-4%
CN(C)c1ccc(C(CNC(=O)c2cccs2)N(C)C)cc1 (stereo not given)	-0.6	?	5%	-1%	-16%	6	1%	-22%
O=C(c1ccccc1)C1CCN(C(=O)C2CCC(=O)N(Cc3cccc(F)c3)C2)CC1 (stereo not given)	-3.3	1%	-12%	-9%	-18%	-2	-11%	36%
CCOc1ccc(C2C(C(=O)NC)=C(C)Nc3nc4ccccc4n32)cc1OC (stereo not given)	-2.9	-2%	-5%	-3%	2%	0	0%	0%
CSc1ccccc1NC(=O)Cn1nc([N+](=O)[O-])c(Cl)c1C	-2.0	5%	-1%	11%	?	-17	5%	14%
Nn1c(SCC(=O)Nc2ccccc2)nnc1C1CCCCC1	-0.4	-3%	5%	1%	1%	1	-8%	1%
Cc1ccc(C2C(C#N)=C(N)Oc3cc(N)ccc32)cc1 (stereo not given)	0.1	-16%	2%	-8%	-13%	-11	-1%	-2%
CSc1nnc(SCC2=NNC(=O)SC2)s1	3.9	-4%	1%	4%	0%	-3	1%	.
Cc1ccccc1C1=C/C(=C(\SS/C(C(=O)c2ccc(OCC(=O)O)c(Cl)c2Cl)=C2\C=C(c3ccccc3C)SS2)C(=O)c2ccc(OCC(=O)O)c(Cl)c2Cl)SS1	-0.5	50µM*	0%	-7%	17µM*	-98*	22µM*	.

In another format: results already given
| smiles | IL2 activator | EPAC1 antagonist | EPAC1 ag | Abeta rescue | PLK1 PBD block | PI5P4Ka inh | WRN inhibitor | FUS yeast rescue |
| --- | --- | --- | --- | --- | --- | --- | --- | --- |
| CN(C)c1ccc(C(CNC(=O)c2cccs2)N(C)C)cc1 (stereo not given) | -0.6 | ? | 5% | -1% | -16% | 6 | 1% | -22% |
| O=C(c1ccccc1)C1CCN(C(=O)C2CCC(=O)N(Cc3cccc(F)c3)C2)CC1 (stereo not given) | -3.3 | 1% | -12% | -9% | -18% | -2 | -11% | 36% |
| CCOc1ccc(C2C(C(=O)NC)=C(C)Nc3nc4ccccc4n32)cc1OC (stereo not given) | -2.9 | -2% | -5% | -3% | 2% | 0 | 0% | 0% |
| CSc1ccccc1NC(=O)Cn1nc([N+](=O)[O-])c(Cl)c1C | -2.0 | 5% | -1% | 11% | ? | -17 | 5% | 14% |

Next entries.
SMILES	IL2 activator	EPAC1 antagonist	EPAC1 ag	Abeta rescue	PLK1 PBD block	PI5P4Ka inh	WRN inhibitor	FUS yeast rescue
CN(NC(=O)Nc1ccc(Cl)cc1)c1ncc(C(F)(F)F)cc1Cl	-2.9	13%	-4%	-5%	-6%	.	4%	18%
O=C(Nc1ccc(-n2nncc2-c2ccco2)cc1)c1ccc(F)cc1	-0.6	-8%	7%	3%	-17%	.	-4%	36%
CCN(CC)C(=O)COc1ccc(/C(C)=N/Nc2ncc(Cl)cc2Cl)cc1	-2.7	10%	10%	24%	-1%	-1	-1%	-32%
COC(=O)CSc1nc(NCc2ccccc2)nc(N(C)C)n1	-1.5	-12%	-4%	9%	1%	4	3%[57.1 µM]	-1%
COc1ccccc1CN(C)C(=O)CSc1nnc(C2CC2)n1C1CC1	-0.8	-4%	5%	2%	3%	1	-2%	-3%
O=C(NCc1ccccc1)C1c2ccccc2OCC(=O)N1Cc1cccnc1 (stereo not given)	0.9	-18%	-3%	-18%	-18%	1	0%	-2%
Cc1cc(N2CCN(C)CC2)nc2ccc(NC(=O)CCC(=O)NCCC3=CCCCC3)cc12	4.2	2%	-3%	0%	3%	.	9%	12%
Cc1ccccc1NC(=O)Cc1nc(COC(=O)CNS(=O)(=O)c2cccc(Br)c2)cs1	-2.9	3%	7%	?	1%	-10	-17%	22%
O=C(O)CC1(CC(=O)NCc2ccc(F)cc2)CCCCC1	0.4	11%	-4%	7%	2%	5	-4%	-18%
COc1cc(C2C(C(=O)c3ccc(C)o3)=C(O)C(=O)N2CCN2CCOCC2)ccc1OCCC(C)C (stereo not given)	1.4	-10%	4%	-20%	-7%	-4	-12%	43%
COC(=O)c1cc(-c2ccc(S(=O)(=O)N3CCCCC3)cc2)c(C(F)(F)F)s1	-3.5	-16%	-20%	-12%	-4%	-2	-4%	11%

Screening data (PubChem)
